Source: PubChem BioAssay
IEC-6 cytotox = counter-screen for KLF5 inhibitors: cytotoxicity in IEC-6 cells; IEC-6 cytotoxicity, luminescence viability; inhibition, % at 5 µM; actives 0.78% (n = 290,000); AID 1825; in the data active = inhibition above about 22%;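 note: 0% = plate median of test compound wells and 100% = cytotoxic reference compound wells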
HSF-1 act = increases HSF-1 driven luciferase reporter signal; NIH3T3-HGL HSF-1 luciferase reporter, MG132, 8 h; 100% = twice DMSO control signal; activation, % at 9 µM; actives 1.7% (n = 300,000);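 active = mean replicate activation of at least 50% with a set share of replicates each reaching 50%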;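 note: 0% = median of the neutral control wells and 100% = twice that signal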
GSK3B inh = inhibitors of human GSK3beta kinase; P49841; GST-GSK3beta kinase, ADP-Glo luminescence, 60 min; hits give low values; activity score (negative = inhibition), % at 10 µM; actives 0.038% (n = 300,000); AID 2097;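 active = more than half of replicate wells score below -50%, meaning over 50% inhibition versus plate controls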;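 note: 0% = median DMSO wells and -100% = median GW8510 positive control wells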
Target sequence (P49841 whole entry, looked up): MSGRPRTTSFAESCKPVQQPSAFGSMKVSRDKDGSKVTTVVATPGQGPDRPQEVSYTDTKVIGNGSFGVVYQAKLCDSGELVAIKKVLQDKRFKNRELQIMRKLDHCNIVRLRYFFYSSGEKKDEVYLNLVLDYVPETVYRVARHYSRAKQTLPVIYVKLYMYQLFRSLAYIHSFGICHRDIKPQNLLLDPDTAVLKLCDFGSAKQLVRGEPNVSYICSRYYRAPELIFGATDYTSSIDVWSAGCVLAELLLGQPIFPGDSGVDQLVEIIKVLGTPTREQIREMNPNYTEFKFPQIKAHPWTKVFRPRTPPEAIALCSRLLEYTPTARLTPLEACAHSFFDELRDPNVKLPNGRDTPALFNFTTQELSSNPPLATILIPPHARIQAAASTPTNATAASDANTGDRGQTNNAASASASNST
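Test system – GST-tagged human GSK3beta kinase, cell-free · Incubation – 60 min enzyme reaction, room temperature · Signal – ADP-Glo luminescence · Also added – peptide substrate and ATP at 25 µM · Controls – DMSO neutral wells and GW8510 at 20 µM as positive · Buffer or medium – Tris/MgCl2 kinase buffer · Measure – Luminescence-derived activity versus plate DMSO and GW8510 wells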
aSyn 5UTR inh = MLPCN primary screen, SNCA 5' untranslated region | alpha-synuclein 5'UTR reporter, inhibitor activity | inhibition, % (tested at 7.5 µM) | actives 0.82% (n = 300,000); in the data active = inhibition above about 60%;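 note: H4 neuroglioblastoma cells stably carrying SNCA 5'UTR luciferase fusion; 0% = DMSO wells and 100% = positive control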
HSF1 inhib = HSF1 inhibition. NIH3T3-HGL HSE-luciferase, MG132-induced, luminescence 8 h; hits give low values. activity change, negative = inhibition, % at 7.5 µM (by protocol). actives 0.77% (n = 300,000);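 active = more than half of replicate wells show activity change below -50%, luminescence cut by over half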;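 note: luciferase reports HSF-1 transcriptional activity via heat shock element; 0% = median of DMSO wells and -100% = zero luminescence signal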
HSP90 refold inh = HSP90 refolding inhibition in rabbit reticulocyte lysate; AID 1789; luciferase refolding luminescence, 3 h; actives 0.91% (n = 290,000); inhibition, % at 5.6 µM;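 active = inhibition above the screen-wide mean plus 3 SD, computed separately per campaign, cut at about 16% in these data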;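 note: 0% = DMSO wells and 100% = 60 µM geldanamycin wells; inhibitors lower the luminescence because luciferase stays unfolded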
DYRK1A inh = Dyrk1A (rat) kinase inhibition; Q63470; ADP-Glo luminescence, NFATc1 peptide; inhibition, % at 12.5 µM; actives 0.43% (n = 310,000); AID 504441; in the data active = inhibition above about 50%;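 note: plate controls were vehicle with enzyme for no effect and no enzyme for full effect; many of its hits are not listed in these tables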
GSK3 alpha inh = blocks human GSK-3 alpha kinase | actives 0.1% (n = 320,000) | ADP-Glo luminescence, 60 min | inhibition, % at 10 µM | P49840;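 in the data active = inhibition above about 50%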;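 note: GST-tagged GSK-3 alpha with peptide substrate and 25 µM ATP; 0% = DMSO neutral wells and 100% = GW8510 positive control wells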
Target sequence (P49840 whole entry, looked up): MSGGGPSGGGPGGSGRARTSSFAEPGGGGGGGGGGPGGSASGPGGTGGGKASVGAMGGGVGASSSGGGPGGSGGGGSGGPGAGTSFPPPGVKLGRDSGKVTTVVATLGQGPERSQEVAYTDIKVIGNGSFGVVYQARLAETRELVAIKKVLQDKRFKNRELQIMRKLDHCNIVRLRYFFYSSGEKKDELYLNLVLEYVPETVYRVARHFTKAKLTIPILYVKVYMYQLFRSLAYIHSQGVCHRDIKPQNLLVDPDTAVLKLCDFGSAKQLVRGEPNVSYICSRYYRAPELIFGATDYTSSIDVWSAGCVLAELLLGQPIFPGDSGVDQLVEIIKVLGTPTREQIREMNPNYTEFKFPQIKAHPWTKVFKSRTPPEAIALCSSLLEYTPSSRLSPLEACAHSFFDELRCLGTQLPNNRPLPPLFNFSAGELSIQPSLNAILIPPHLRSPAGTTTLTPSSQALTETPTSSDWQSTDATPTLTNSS
Platelet DG rel = modulates dense granule release in human platelets. human platelet-rich plasma, SFLLRN dense granule ATP release, luminescence. inhibition, %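 (compounds screened at 7.5 µM in platelet-rich plasma)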. actives 0.22% (n = 300,000). AID 1663;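 active = mean replicate score, as percent of positive control, at or above 50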
KLF5 inhibitor = inhibitors of KLF5 expression; DLD-1 KLF5 promoter-luciferase reporter, luminescence; inhibition, % at 5 µM; actives 0.23% (n = 290,000);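 active = inhibition above a per-plate limit of that plate's mean compound inhibition plus 3 SD, cut at about 60% in these data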;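 note: 0% = DMSO wells and 100% = LY294002 at 200 µM; higher means less KLF5 promoter-driven luciferase light; inactives centre near -14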
Active calls of the source: *; / = no result given; & = joins results of further samples. Not all compounds are listed. The share of hits here may be higher or lower than overall.

SMILES	IEC-6 cytotox	HSF-1 act	GSK3B inh	aSyn 5UTR inh	HSF1 inhib	HSP90 refold inh	DYRK1A inh	GSK3 alpha inh	Platelet DG rel	KLF5 inhibitor
COc1ccccc1-c1cc(C(=O)NC(C)C)no1	2	54*	-2	-265	35	1	4	-1	-8	-59
Cc1cc(C(=O)C[N+]2(C)CCOCC2)c(C)n1-c1ccc(Br)cc1	6	2	0	16	3	3	0	1	3	1
N#Cc1cccc(NC(=O)CCC2CCCC2)c1	5	3	1	-6	1	-1	-5	0	-2	-30
COc1ccc(/C=C2\SC(=O)N(CC(=O)N(C)C3CCS(=O)(=O)C3)C2=O)cc1 (stereo unspecified)	5	29	1	-20	11	4	4	2	10	4
O=S1(=O)C=C(SCc2cccc(Cl)c2)Nc2ccccc21	1	33	2	-11	1	-1	12	-1	-20	-31
CC(=O)OC[C@H]1O[C@@H](n2ncc(=O)[nH]c2=O)[C@H](OC(C)=O)[C@@H]1OC(C)=O	39*	37	3	9	18	3	/	-4	-1	47
Cc1ccc(C(=O)Nc2cccnc2)cc1NC(=O)c1ccco1	3	-6	1	-2	-3	5	11	/	3	-13
CCOC(=O)N1CCN(Cc2c(F)cccc2F)CC1	-3	-3	2	14	-13	-8	5	-1	6	2
O=C1C2C3c4ccccc4C(c4ccccc43)C2C(=O)N1CN1CCOCC1 (stereo unspecified)	3	3	-1	16	8	3	-2	-2	1	-22
O=C(/C=C\Nc1ccc(Cl)cn1)c1ccc(Br)cc1	-8	33	/	-165	20	-1	-1	/	1	-59
CCCn1c(N)c(N(CCOC)C(=O)c2ccc([N+](=O)[O-])cc2Cl)c(=O)[nH]c1=O	5	-10	-2	-16	-14	2	1	0	0	-26
Cc1ccc(S(=O)(=O)N2CCN(c3cccc(C)c3)CC2)cc1	-4	0	-1	-5	3	0	-6	-2	2	-17

Reprinted at random: three entries already listed, in no set order.
SMILES	IEC-6 cytotox	HSF-1 act	GSK3B inh	aSyn 5UTR inh	HSF1 inhib	HSP90 refold inh	DYRK1A inh	GSK3 alpha inh	Platelet DG rel	KLF5 inhibitor
Cc1cc(C(=O)C[N+]2(C)CCOCC2)c(C)n1-c1ccc(Br)cc1	6	2	0	16	3	3	0	1	3	1
COc1ccc(/C=C2\SC(=O)N(CC(=O)N(C)C3CCS(=O)(=O)C3)C2=O)cc1 (stereo unspecified)	5	29	1	-20	11	4	4	2	10	4
O=C(/C=C\Nc1ccc(Cl)cn1)c1ccc(Br)cc1	-8	33	/	-165	20	-1	-1	/	1	-59

Other entries.
SMILES	IEC-6 cytotox	HSF-1 act	GSK3B inh	aSyn 5UTR inh	HSF1 inhib	HSP90 refold inh	DYRK1A inh	GSK3 alpha inh	Platelet DG rel	KLF5 inhibitor
Cc1nn(C)cc1CN(C)C(=O)c1nn2c(c1Cl)NC(c1cccs1)CC2C(F)(F)F (stereo unspecified)	1	-9	2	-9	-7	-2	-52	-1	9	13
O=C(COS(=O)c1ccccc1)Nc1cc(Cl)ccc1N1CCOCC1 (stereo unspecified)	0	6	-2	8	3	3	2	1	-6	-8
O=C(c1cccc(Cl)c1)N1CCCC(C(=O)N2CCN(c3ccccc3)CC2)C1 (stereo unspecified)	6	32	4	2	-4	0	5	-4	5	-5
CC(=O)Nc1ccc(S(=O)(=O)Oc2ccccc2N2CCCCC2)cc1	-5	-2	4	20	-3	0	0	-2	-13	-30
O=C1C2C3C=CC(C3)C2C(=O)N1c1ccccc1 (stereo unspecified)	-8	4	3	13	-8	-2	-3	0	-1	2
Cc1ccc(C)c(OCC(=O)Nc2ccc3c(c2)OCO3)c1	-3	14	1	-7	18	-1	/	1	7	-11
COC(=O)c1ccc(C23CC4(C2)[C@H](CN(Cc2ccc(-c5ccccc5)cc2)[C@@H]4c2ccccc2)C3c2ccccc2)cc1 (stereo partly specified)	/	-25	-1	-12	-16	/	-4	-2	4	/
Cc1ccc(S(=O)(=O)N/N=C\C=C\c2ccccc2)cc1	2	13	3	-30	4	-3	11	0	-1	-12
CCOc1ccc(S(=O)(=O)N2CCCC(C(=O)NCc3ccncc3)C2)cc1 (stereo unspecified)	-1	-8	4	-21	-7	-2	-1	2	22	-40
Cn1nccc1C(=O)Nc1cccc(C(F)(F)F)c1	2	6	3	17	-9	-4	1	5	1	-11
COc1ccccc1C1/C(=C(/O)c2ccccc2)C(=O)C(=O)N1CC(C)C (stereo unspecified)	1	-7	2	15	3	-2	10	-1	6	-38
Cc1ccc(Oc2ccc(Oc3ccc(C)cc3)nn2)cc1	-4	17	2	-11	4	1	-2	0	4	-56
CCN(CC)S(=O)(=O)c1cc([N+](=O)[O-])ccc1N=Nc1c(O)[nH]c2ccccc12	-4	15	3	7	4	0	0	1	7	5
CCNC(=S)NNC(=O)c1csc(C)c1	-6	5	1	-5	-4	-1	-1	3	17	-40
CC1CCN(C(C(=O)NC2CCCCC2)c2cc3c(cc2[N+](=O)[O-])OCO3)CC1 (stereo unspecified)	2	4	0	-102	3	2	2	-1	1	-19
N#C/C(=C\c1ccccc1OCC(=O)O)c1nc2ccccc2[nH]1	5	4	0	0	9	0	11	0	-4	-17
COc1ccc(N2CCN(S(=O)(=O)CCNC(=O)COc3ccccc3C)CC2)cc1	/	-8	0	-3	-3	/	0	-2	29	/
COCCNC(=O)CSc1nnc(NC(=O)C2CC(=O)N(c3ccccc3OC)C2)s1 (stereo unspecified)	-2	3	0	-6	-7	3	-3	3	-1	-38
COc1ccccc1NC(=O)Nc1cc(NC(=O)Nc2ccccc2OC)c(C)nc1C	8	-7	4	-9	1	0	3	0	-14	-3
CC(C)(C)c1ccc(OCC(O)CN2CCOCC2)cc1 (stereo unspecified)	/	4	4	-120	0	/	/	-2	18	/
COc1ccc(CSc2nc(N3CCOCC3)c3c(c2C#N)CC(C)(C)OC3)cc1	-8	-12	0	38	-6	-3	0	-5	-2	-18
O=C(Nc1cccc2ccccc12)NC1CCCc2ccccc21 (stereo unspecified)	-11	-23	-3	22	0	-2	3	-1	-2	-41
Cc1nc2ccccc2c(=O)n1/N=C/c1cccnc1	3	16	3	14	-6	2	17	-1	1	-46
CC1(C)C(c2ccc(Cl)cc2)=[N+]([O-])C2(CCCC/C2=N\O)N1O (stereo unspecified)	-2	-3	0	21	-1	2	0	-2	-56	-26
CSc1sc(-c2ccnc(=S)[nH]2)c(-c2ccccc2)c1C#N	-6	8	5	7	-1	2	/	1	0	6
CSc1nnc(-c2ccccc2Cl)n1N	1	16	-2	-21	5	3	2	1	14	-16
NS(=O)(=O)c1cc(C(=O)O)c(NCc2ccco2)cc1Cl	/	-2	-3	6	-1	/	3	-3	-3	/
CCCn1c(CN2CCCCC2CC)nc2c1c(=O)n(C)c(=O)n2C (stereo unspecified)	0	-15	1	15	-10	-1	-6	1	0	-3
CN(C)C(=O)c1ccc(Oc2ccc(C(=O)N(C)C)cc2)cc1	-8	9	-1	9	0	-5	-11	-1	-2	-13
O=C(CSc1ncnc2c1cnn2-c1ccc(Cl)cc1)NCc1ccc2c(c1)OCO2	-4	-8	-5	-15	-3	-3	6	-1	3	-23
COc1cc(C(=O)Nc2cc(C)nn2-c2ccccc2)cc(OC)c1OC	-1	10	2	8	1	0	-2	-2	-17	-11
CC(=O)c1ccc(NC(=O)C2CCCN2S(=O)(=O)c2cccs2)cc1 (stereo unspecified)	/	-5	2	-3	-8	/	-2	0	3	/
CS(=O)(=O)Oc1ccc(/C=C2\C(=N)N3N=C(CC(=O)N4CCOCC4)SC3=NC2=O)cc1Cl	5	2	-1	-10	0	-1	-1	-1	7	3
Cc1nc(-c2ccccn2)nc(SCC(=O)c2ccc(F)cc2)c1Cl	0	42	3	-10	17	-3	/	0	0	-41
O=c1cc2c(n[nH]1)CCCC2	-1	4	-2	-11	-1	-1	4	0	2	-19
CCc1cc(C(=O)N2CCCC(C(=O)c3cccc(OC(C)C)c3)C2)n(C)n1 (stereo unspecified)	0	5	1	12	7	3	1	-1	-8	-51
Cc1nc(NC(=O)c2ccccc2)sc1C	0	58*	-2	-86	32	7	0	-1	4	-137
COc1ccccc1C(=O)NCC(=O)N/N=C/c1cn[nH]c1-c1ccccc1	-1	21	-3	-19	6	5	4	13	-3	-4
Cc1ccc(OCCC(=O)Nc2ccccc2C(=O)N2CCCCC2)cc1	/	5	6	-18	5	/	-4	-3	-3	/
COC(=O)c1ccc(CNC(=O)N2CCN(S(=O)(=O)c3ccc(C)cc3)CC2)cc1	2	0	4	9	1	-2	-10	-2	3	-2
COc1ccc(CNC(=O)C2CCCN(S(=O)(=O)c3cccc4nsnc34)C2)cc1 (stereo unspecified)	4	-1	2	2	-2	-3	-3	-4	5	-9
COC(=O)c1nn(-c2ccccc2)c2nnc(Cc3ccc(C)cc3)c(=O)n12	2	5	2	-10	-9	2	-8	-2	-51	-14
COc1ccc(CCNC(=O)c2c(C)nn(CC(C)C)c2Cl)cc1OC	-3	7	1	10	-6	-6	-1	/	0	-40
Cc1cc(S(=O)(=O)NC(C)C)ccc1OCC(=O)N1CCOCC1	0	-8	1	8	-6	6	2	-1	-3	-1
O=C(NC1=NCCS1)c1ccc2c(c1)C(=O)N(Cc1ccco1)C2=O	3	26	1	0	-1	1	6	2	0	-18
O=C(Nc1ccc(Cl)cc1F)c1cccc2ccccc12	6	24	1	-63	12	-1	-1	-1	-3	-41
CC(O)CCC(=O)NNC1=CC(=O)CC(C)(C)C1 (stereo unspecified)	-5	6	2	14	0	0	/	0	-10	-10
Cc1ccc(NC(=O)CS(=O)CC(=O)Nc2ccccc2-c2ccc(C)o2)cc1 (stereo unspecified)	3	29	1	-10	4	0	-1	-1	0	-11
COc1cc(OC)c(NS(=O)(=O)c2cc(Br)cnc2N)cc1Cl	-2	14	-6	-45	2	1	4	1	17	-10
Cn1ncc2c(NNC(=O)c3ccc(Cl)c(Cl)c3)ncnc21	-3	12	0	-22	-4	2	4	-3	-2	6
O=C(NCCCn1ccnc1)c1ccc(F)cc1	1	2	-5	-4	-6	-5	3	0	-11	-31
CCOC(=O)C1=C(Nc2ccccc2)CC(C)(O)C(C(=O)OCC)C1c1ccc(Cl)cc1 (stereo unspecified)	2	/	/	/	/	-2	9&-4	1	/	0
CC1(C)CC(=O)C2=C(C1)Oc1ncn(Cc3ccco3)c(=N)c1C2c1ccccc1 (stereo unspecified)	0	-13	2	3	-4	2	4	-1	1	-10
COc1cc2c(cc1OC)C(C(=O)NCc1ccco1)C1c3ccccc3CCN1C2=O (stereo unspecified)	-4	0	0	-4	-4	1	7	-5	2	-12
O=[N+]([O-])c1cccc(N/N=C/c2cccc(O)c2O)c1	2	65*	0	-110	21	0	/	3	4	12
C[C@]12CC[C@@H]3c4ccc(O[C@@H]5O[C@H](C(=O)O)[C@@H](O)[C@H](O)[C@H]5O)cc4CC[C@H]3[C@@H]1C[C@@H](O)[C@@H]2O	/	-65	-3	0	-54*	/	4	3	-1	/
O=C(Cc1ccccc1)NNC(=S)NC(=O)c1cccnc1	-1	7	2	4	-2	4	-7	-2	22	-9
COCCn1c(SC2CCOC2=O)nc2ccccc2c1=O (stereo unspecified)	6	-13	-3	24	-8	2	/	-4	4	7
